Rpn11 block = Rpn11 (PSMD14) deubiquitinase inhibitors, primary screen, biochemical, fluorescence polarization, uHTS | 26S proteasome non-ATPase regulatory subunit 14 (Homo sapiens), O00487 | human 26S proteasome, Ub4-pepOG fluorescence polarization; 20S core pre-blocked with epoxomicin | calls only at 20 µM | hit rate 0.59% among 360,000 | AID 588493, 2011;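 active means inhibition at 20 µM, scaled to each plate's controls, above about 33%, limit read from the data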
Target sequence (O00487 whole entry, looked up): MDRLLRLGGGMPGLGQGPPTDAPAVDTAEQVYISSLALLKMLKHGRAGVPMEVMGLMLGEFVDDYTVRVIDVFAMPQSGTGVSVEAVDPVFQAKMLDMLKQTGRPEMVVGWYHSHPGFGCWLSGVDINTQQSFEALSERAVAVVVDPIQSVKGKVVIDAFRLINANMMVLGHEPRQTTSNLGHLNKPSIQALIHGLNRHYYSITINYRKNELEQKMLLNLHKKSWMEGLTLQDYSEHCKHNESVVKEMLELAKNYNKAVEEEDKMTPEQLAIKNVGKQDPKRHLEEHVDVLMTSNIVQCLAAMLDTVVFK
eLon inh = inhibitors of E. coli Lon protease, primary screen, biochemical, fluorescence polarization | inhibition, % at 7.94 µM | hit rate 0.42% among 360,000 | purified E. coli Lon protease | AID 602123, 2011; in the data active means inhibition above about 13%, passing the limit was not always enough;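 further: 0% = enzyme with probe and DMSO and 100% = no enzyme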
MsrA inh = bovine MsrA enzyme inhibitors, primary screen, biochemical, absorbance, HTS; Methionine sulfoxide reductase A (Bos taurus); AID 651718, 2012; purified bovine MsrA, absorbance read-out; inhibition, % at 15.5 µM; hit rate 0.75% among 360,000; in the data active means inhibition above about 4.5%;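 further: 0% = vehicle wells with enzyme and 100% = reference inhibitor wells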
MT1-MMP act inh = blockers of MT1-MMP proenzyme processing, primary screen, HT1080 RFP-PRO-GFP cells, GFP/RFP fluorescence. hit rate 0.061% among 360,000. GFP/RFP ratio fluorescence, overnight; percent of plate control window, DMSO zero. GFP/RFP ratio change, % at 20 µM. Matrix metalloproteinase-14 (Homo sapiens), P50281. AID 651647, 2012;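 active means GFP/RFP ratio change of at least 30% with cell ATP level not reduced by more than half and red fluorescence within 50% of control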; further: strong numbers were not always called active
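Material: RFP-PRO-GFP reporter HT1080 cells. Dosing: single-point 20 µM compound, 1% DMSO. Controls: DMSO and RFP-L50D-GFP cell wells. Timing: cells overnight before dosing, compound overnight, 37 °C, 5% CO2. Measure: GFP/RFP fluorescence ratio.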
FAS-TE inh = FAS thioesterase domain inhibitors, primary screen, biochemical, fluorescence intensity, uHTS; Fatty acid synthase (Homo sapiens), P49327; recombinant FAS-TE, OMFH fluorogenic substrate, fluorescence endpoint; inhibition, % at 15 µM; hit rate 0.67% among 360,000; AID 602261, 2012;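 active means compounds whose normalised, plate-corrected inhibition of enzyme fluorescence in the single-dose primary screen is 50% or more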;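 further: 0% = DMSO with enzyme and 100% = substrate without enzyme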
bovine MsrA act = bovine MsrA enzyme activators, primary screen, biochemical, absorbance, HTS; hit rate 0.3% among 360,000; activation, % at 10.6 µM; purified bovine MsrA, absorbance read-out; AID 602163, 2012; Methionine sulfoxide reductase A (Bos taurus); in the data active means activation above about 7.5%;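 further: 0% = vehicle and 100% = reference activator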
PABP1 MLLE inh = inhibitors of PABP1 MLLE–PAM2 peptide binding, primary screen, biochemical, fluorescence polarization, FITC-PAM2, GST-MLLE. Polyadenylate-binding protein 1 (Homo sapiens), P11940. inhibition, % at 20 µM. hit rate 0.36% among 360,000; in the data active means inhibition above about 35%, passing the limit was not always enough;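 further: plate controls were DMSO wells with GST-MLLE for no effect and wells lacking GST-MLLE protein for full effect; some results filed as inactive read as strong as hits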
Target sequence (P11940 whole entry, looked up): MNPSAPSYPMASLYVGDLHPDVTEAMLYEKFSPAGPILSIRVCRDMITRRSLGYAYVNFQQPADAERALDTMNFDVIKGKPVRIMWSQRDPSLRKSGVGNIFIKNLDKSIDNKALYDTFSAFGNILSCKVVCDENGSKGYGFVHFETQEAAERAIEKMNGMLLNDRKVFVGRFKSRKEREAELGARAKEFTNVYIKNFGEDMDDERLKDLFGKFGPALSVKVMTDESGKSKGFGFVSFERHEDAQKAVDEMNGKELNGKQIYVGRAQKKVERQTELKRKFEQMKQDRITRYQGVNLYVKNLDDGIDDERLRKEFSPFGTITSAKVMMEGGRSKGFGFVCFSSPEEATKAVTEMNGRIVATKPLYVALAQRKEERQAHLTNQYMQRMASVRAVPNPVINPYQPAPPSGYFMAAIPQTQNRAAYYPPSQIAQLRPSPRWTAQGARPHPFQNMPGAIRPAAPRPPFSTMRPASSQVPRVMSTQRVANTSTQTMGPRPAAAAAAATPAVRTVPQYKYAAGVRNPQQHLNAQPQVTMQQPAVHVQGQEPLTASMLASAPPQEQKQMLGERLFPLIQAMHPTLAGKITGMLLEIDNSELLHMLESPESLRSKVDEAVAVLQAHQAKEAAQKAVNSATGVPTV
Rin1-Abl PPI inh = inhibitors of Rin1-Abl protein binding, primary screen, biochemical, TR-FRET. AID 588664, 2011. Tyrosine-protein kinase ABL1 (Homo sapiens) + Ras and Rab interactor 1 (Homo sapiens), …. inhibition, % at 7.35 µM. hit rate 0.4% among 360,000; in the data active means inhibition above about 5%, passing the limit was not always enough
CSN inh = inhibitors of CSN-mediated cullin deneddylation, primary screen, biochemical, fluorescence polarization, uHTS; inhibition, % at 12.5 µM; AID 651999, 2013; Purified CSN, SCF-Nedd8-OG deneddylation; hit rate 0.38% among 360,000; COP9 signalosome complex subunit 5 (Homo sapiens), Q92905;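 active means pattern-corrected inhibition above about 35%, with an unprinted fluorescence ratio check between 0.5 and 1.5, limit read from the data, passing the limit was not always enough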;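 further: 0% = enzyme with substrate and 100% = substrate without enzyme; some results filed as inactive read as strong as hits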
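Assay system: purified human Csn5 enzyme expressed in HEK293T cells; measure: % inhibition; also added: SCFSkp2-Nedd8OG substrate at 10 nM final; technique: fluorescence polarization; times: reaction 90 min, room temperature; medium: Tris buffer pH 7.5, NaCl, DTT, Tween-20, trehalose, ovalbumin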
* marks the source's active call; other numbers are inactive results.

What do the screens show for `Cc1ccc(-c2csc(=Nc3cccnc3)n2CCCn2ccnc2)cc1C`?
Rpn11 block: inactive; eLon inh: -7.6; MsrA inh: 0.4; MT1-MMP act inh: -17.3; FAS-TE inh: -13.5; bovine MsrA act: -4.6; PABP1 MLLE inh: -16.5; Rin1-Abl PPI inh: -1.0; CSN inh: -7.3

What do the screens show for `COc1cc(-c2cccc([C@H]3[C@@H]4C=CC[C@@H](C)[C@@H]4C(=O)N3Cc3ccccc3)c2)cc(OC)c1OC`?
Rpn11 block: inactive; eLon inh: 2.5; MsrA inh: 1.9; MT1-MMP act inh: -18.5; FAS-TE inh: 25.7; bovine MsrA act: -3.1; PABP1 MLLE inh: -5.5; Rin1-Abl PPI inh: 3.6; CSN inh: -2.3

Results for CCN(CC)S(=O)(=O)c1cc(C(=O)OCC(=O)NC(=O)c2cccn2C)ccc1C ?
Rpn11 block: inactive; eLon inh: 2.0; MsrA inh: -0.9; MT1-MMP act inh: 1.3; FAS-TE inh: 7.1; bovine MsrA act: -3.1; PABP1 MLLE inh: 3.2; Rin1-Abl PPI inh: 2.7; CSN inh: -11.2

Results for CN(C)c1ccc(/C=[N+](\[O-])C(C)(C)/C=N/O)cc1 ?
Rpn11 block: inactive; eLon inh: 2.9; MsrA inh: 2.8; MT1-MMP act inh: 0.3; FAS-TE inh: -9.2; bovine MsrA act: -4.2; PABP1 MLLE inh: -10.2; Rin1-Abl PPI inh: -3.1; CSN inh: -2.3

What do the screens show for `O=C(Nc1ccc(Cl)c([N+](=O)[O-])c1)ONC1=NCCCCC1`?
Rpn11 block: inactive; eLon inh: -3.5; MsrA inh: -0.4; MT1-MMP act inh: -0.3; FAS-TE inh: 4.0; bovine MsrA act: -3.4; PABP1 MLLE inh: 10.1; Rin1-Abl PPI inh: -1.8; CSN inh: -11.9

What do the screens show for `CCN(CC)c1nc2n(c(=S)n1)CCS2`?
Rpn11 block: inactive; eLon inh: -10.1; MsrA inh: -1.3; MT1-MMP act inh: 1.7; FAS-TE inh: -1.5; bovine MsrA act: -1.0; PABP1 MLLE inh: 17.4; Rin1-Abl PPI inh: 2.3; CSN inh: 5.7

How did Cc1ccc(S(=O)(=O)N(CC(=O)Nc2cccc(C(F)(F)F)c2)C(=O)N2CCN(C)CC2)cc1 do in these assays?
Rpn11 block: inactive; eLon inh: 0.2; MsrA inh: -0.1; MT1-MMP act inh: -2.8; FAS-TE inh: -8.2; bovine MsrA act: 0.4; PABP1 MLLE inh: 3.0; Rin1-Abl PPI inh: -0.6; CSN inh: 2.2

How did CCC(NC(=O)NC1CCCCC1)c1ccccc1 (configuration not stated) do in these assays?
Rpn11 block: inactive; eLon inh: 1.1; MsrA inh: 1.9; MT1-MMP act inh: 1.1; FAS-TE inh: -1.8; bovine MsrA act: -3.8; PABP1 MLLE inh: 2.0; Rin1-Abl PPI inh: 1.1; CSN inh: -1.6

How did CC(C)Cc1nnc(NC(=O)C2CCN(C(=O)c3ccc(Cl)cc3)CC2)s1 do in these assays?
Rpn11 block: inactive; eLon inh: -1.7; MsrA inh: 0.3; MT1-MMP act inh: 1.3; FAS-TE inh: -5.1; bovine MsrA act: -1.2; PABP1 MLLE inh: -10.6; Rin1-Abl PPI inh: 3.6; CSN inh: 1.1

How did CS(=O)(=O)Nc1ccc(-c2ccc(/C=C3\SC(N)=NC3=O)o2)cc1 do in these assays?
Rpn11 block: inactive; eLon inh: -86.8; MsrA inh: 0.1; MT1-MMP act inh: -24.3; FAS-TE inh: -5.1; bovine MsrA act: -4.9; PABP1 MLLE inh: -123.4; Rin1-Abl PPI inh: -9.8; CSN inh: 10.3

Results for Cc1ccsc1CN(C)Cc1nc(C2CC2)no1 ?
Rpn11 block: inactive; eLon inh: 0.4; MsrA inh: 1.3; MT1-MMP act inh: -1.7; FAS-TE inh: -2.6; bovine MsrA act: -10.4; PABP1 MLLE inh: 2.0; Rin1-Abl PPI inh: 0.5; CSN inh: -3.0

How did COc1cc(OC)cc(C(=O)NC(C(=O)NNC(=O)c2ccc(C)cc2)C(C)C)c1 (configuration not stated) do in these assays?
Rpn11 block: inactive; eLon inh: -1.8; MsrA inh: 0.6; MT1-MMP act inh: -5.1; FAS-TE inh: -1.5; bovine MsrA act: -3.4; PABP1 MLLE inh: 0.9; Rin1-Abl PPI inh: 1.9; CSN inh: -3.0

The list goes on, starting with the last two of the part before.
Results for Cc1ccsc1CN(C)Cc1nc(C2CC2)no1 ?
Rpn11 block: inactive; eLon inh: 0.4; MsrA inh: 1.3; MT1-MMP act inh: -1.7; FAS-TE inh: -2.6; bovine MsrA act: -10.4; PABP1 MLLE inh: 2.0; Rin1-Abl PPI inh: 0.5; CSN inh: -3.0

How did COc1cc(OC)cc(C(=O)NC(C(=O)NNC(=O)c2ccc(C)cc2)C(C)C)c1 (configuration not stated) do in these assays?
Rpn11 block: inactive; eLon inh: -1.8; MsrA inh: 0.6; MT1-MMP act inh: -5.1; FAS-TE inh: -1.5; bovine MsrA act: -3.4; PABP1 MLLE inh: 0.9; Rin1-Abl PPI inh: 1.9; CSN inh: -3.0

What do the screens show for `OC(COCCOc1ccc(Br)cc1)CN1CCCCC1` (configuration not stated)?
Rpn11 block: inactive; eLon inh: -4.0; MsrA inh: 1.8; MT1-MMP act inh: -2.2; FAS-TE inh: -10.8; bovine MsrA act: -2.7; PABP1 MLLE inh: 6.8; Rin1-Abl PPI inh: 0.1; CSN inh: -13.9

What do the screens show for `Cn1c(CN2CCCCC2)nc2cc([N+](=O)[O-])ccc21`?
Rpn11 block: inactive; eLon inh: -1.3; MsrA inh: 2.0; MT1-MMP act inh: 1.1; FAS-TE inh: 2.2; bovine MsrA act: -2.5; PABP1 MLLE inh: -9.0; Rin1-Abl PPI inh: 2.5; CSN inh: -4.1

What do the screens show for `COc1cc(NC(=O)c2ccco2)c(OC)cc1NC(=O)CSc1ncc(-c2ccc(F)cc2)[nH]1`?
Rpn11 block: inactive; eLon inh: 4.6; MsrA inh: 0.8; MT1-MMP act inh: -0.2; FAS-TE inh: -0.6; bovine MsrA act: -0.2; PABP1 MLLE inh: 25.1; Rin1-Abl PPI inh: -1.3; CSN inh: -4.1

Results for COc1ccc(CCN(C)C(=O)CNC(=O)Cc2cccc3ccccc23)cc1OC ?
Rpn11 block: inactive; eLon inh: -16.3; MsrA inh: -0.9; MT1-MMP act inh: 1.0; FAS-TE inh: -6.0; bovine MsrA act: -0.8; PABP1 MLLE inh: -4.6; Rin1-Abl PPI inh: -2.2; CSN inh: -1.8

What do the screens show for `O=C(O)/C(=C\c1ccccc1OC(F)F)c1ccc(-c2ccccc2)cc1`?
Rpn11 block: inactive; eLon inh: -4.4; MsrA inh: 0.9; MT1-MMP act inh: 0.7; FAS-TE inh: 5.3; bovine MsrA act: 0.3; PABP1 MLLE inh: 0.8; Rin1-Abl PPI inh: 0.0; CSN inh: 3.0

How did COc1cc(OC)cc(C(=O)NC2CCCCCCC2)c1 do in these assays?
Rpn11 block: inactive; eLon inh: -5.3; MsrA inh: 0.6; MT1-MMP act inh: -1.7; FAS-TE inh: 3.6; bovine MsrA act: -2.1; PABP1 MLLE inh: -7.6; Rin1-Abl PPI inh: 4.3; CSN inh: 0.4

Results for CCOC(=O)CCSc1nc(-c2ccccc2)cc(C(F)(F)F)n1 ?
Rpn11 block: inactive; eLon inh: -0.1; MsrA inh: 0.2; MT1-MMP act inh: 3.7; FAS-TE inh: 24.6; bovine MsrA act: -7.3; PABP1 MLLE inh: -68.2; Rin1-Abl PPI inh: -0.2; CSN inh: -0.9

Results for Cc1ccc(C)n1-n1cnc2sc(-c3ccccc3)cc2c1=O ?
Rpn11 block: inactive; eLon inh: 1.9; MsrA inh: 2.5; MT1-MMP act inh: 18.8; FAS-TE inh: 17.4; bovine MsrA act: 0.1; PABP1 MLLE inh: -19.7; Rin1-Abl PPI inh: 0.9; CSN inh: 3.0

How did CCOc1ccccc1C(=O)Nc1nnc(SCC(=O)N2CCOCC2)s1 do in these assays?
Rpn11 block: inactive; eLon inh: -8.7; MsrA inh: 0.8; MT1-MMP act inh: -1.2; FAS-TE inh: -5.4; bovine MsrA act: -2.8; PABP1 MLLE inh: -15.9; Rin1-Abl PPI inh: -0.3; CSN inh: 3.1

Results for O=C(/C=C\c1ccc(-c2cccc([N+](=O)[O-])c2)o1)N1CCOCC1 ?
Rpn11 block: inactive; eLon inh: -3.2; MsrA inh: 4.3; MT1-MMP act inh: 7.2; FAS-TE inh: 5.2; bovine MsrA act: -3.2; PABP1 MLLE inh: 2.2; Rin1-Abl PPI inh: -3.7; CSN inh: 3.4

Results for Cc1ccc(NC2c3ccccc3C(=O)N2c2cccnc2)cc1 (configuration not stated) ?
Rpn11 block: inactive; eLon inh: -2.3; MsrA inh: -0.1; MT1-MMP act inh: -2.2; FAS-TE inh: -4.5; bovine MsrA act: -7.9; PABP1 MLLE inh: 19.3; Rin1-Abl PPI inh: -4.4; CSN inh: -3.7

What do the screens show for `Cc1cc(C)nc(/N=C2\NC(=O)CC(C(=O)O)N2c2ccc(C)c(C)c2)n1` (configuration not stated)?
Rpn11 block: inactive; eLon inh: 0.1; MsrA inh: 1.9; MT1-MMP act inh: -1.0; FAS-TE inh: -7.5; bovine MsrA act: -2.2; PABP1 MLLE inh: 11.4; Rin1-Abl PPI inh: 1.5; CSN inh: 17.8

Results for COc1cc(S(=O)(=O)Nc2ccc3nc(C)sc3c2)ccc1NC(C)=O ?
Rpn11 block: inactive; eLon inh: -31.1; MsrA inh: 0.5; MT1-MMP act inh: -1.7; FAS-TE inh: -7.1; bovine MsrA act: -3.0; PABP1 MLLE inh: -7.7; Rin1-Abl PPI inh: 4.2; CSN inh: 7.8

Results for CC(C)Cc1ccc(C(C)C(=O)N2CCOCC2)cc1 (configuration not stated) ?
Rpn11 block: inactive; eLon inh: -8.2; MsrA inh: 0.8; MT1-MMP act inh: -0.3; FAS-TE inh: -5.1; bovine MsrA act: -3.9; PABP1 MLLE inh: -8.8; Rin1-Abl PPI inh: 5.1; CSN inh: 4.3

How did COc1ccc(C(=O)c2c(C(F)(F)F)oc3c2C(=O)c2ccccc2C3=O)cc1OC do in these assays?
Rpn11 block: inactive; eLon inh: -2.3; MsrA inh: 46.8*; MT1-MMP act inh: -3.4; FAS-TE inh: 19.2; bovine MsrA act: 0.7; PABP1 MLLE inh: 8.5; Rin1-Abl PPI inh: -0.6; CSN inh: 5.5

What do the screens show for `Cc1ccc(S(=O)(=O)NCCc2cccs2)cc1`?
Rpn11 block: inactive; eLon inh: 5.4; MsrA inh: -0.5; MT1-MMP act inh: -0.5; FAS-TE inh: -0.1; bovine MsrA act: -3.8; PABP1 MLLE inh: 2.6; Rin1-Abl PPI inh: -0.4; CSN inh: 2.5
